# TPT1 inhibitor: blocks Candida albicans tRNA 2'-phosphotransferase; AID 1962; 300,000 tested, 0.81% active; inhibition, % at 5 µM; recombinant caTPT1, FP RNA substrate dephosphorylation;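 active = inhibition above the mean of all tested compounds plus 3 SD, set per screening campaign, cut at about 24% in these data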;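 note: plate controls were DMSO alone for no effect and ferristatin control at 100 nM for full effect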
# Fh CTSL1 inh: blocks F. hepatica cathepsin L1 in PFM18AAP counter-screen. inhibition, % at 5.96 µM. AID 1906. recombinant F. hepatica cathepsin L1, Z-Leu-Arg-MCA fluorescence. 300,000 tested, 0.49% active;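 active = inhibition above the mean of all tested compounds plus 3 SD, set per screening campaign, cut at about 17% in these data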;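 note: 0% = plate median of test compound wells and 100% = 1 µM Z-Phe-Ala-diazomethylketone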
# HCV core dimer: blocks dimerization of HCV core protein; TR-FRET GST/Flag-core106 dimerization, 1536-well; inhibition, % at 5 µM; 300,000 tested, 0.33% active;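 active = inhibition above the mean of all tested compounds plus 3 SD, set per screening campaign, cut at about 45% in these data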
#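 Assay system: Tagged HCV core106 pair (GST and Flag) | Buffer or medium: KF-containing HEPES buffer, pH 7.45, DTT, CHAPS, BSA | Also added: Eu donor and XL665 acceptor anti-tag antibodies | Dosing: One concentration, 5 µM, in 0.5% DMSO | Timing: 4 h at 22.5 °C | Technique: TR-FRET 671 and 617 nm emission | Repeats: Singlicate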
# CR mimetic SO: lowers age-related superoxide in aged yeast cells; S. cerevisiae aged cells, superoxide DHE fluorescence; stronger effect = lower value; superoxide response (% of plate mean), % at 10 µM; 330,000 tested, 0.18% active; AID 2690;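 active = superoxide response under a set limit, about three screen SD below normal, cut at about 65% in these data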;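 note: yeast aged for seven days with compound at 30 °C before DHE staining; 100% = average MFI of all compound-treated wells on the plate with controls excluded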
# PP5 primary: blocks human protein phosphatase 5 activity; P53041; purified PP5c, OMFP substrate fluorescence; inhibition, % at 6.7 µM; 320,000 tested, 0.18% active;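 active = inhibition above the campaign's mean inhibition across all tested compounds plus 3 SD, cut at about 9.5% in these data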;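 note: 0% = DMSO only and 100% = 100 µM cantharidin control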
# Target sequence (P53041 whole entry, looked up): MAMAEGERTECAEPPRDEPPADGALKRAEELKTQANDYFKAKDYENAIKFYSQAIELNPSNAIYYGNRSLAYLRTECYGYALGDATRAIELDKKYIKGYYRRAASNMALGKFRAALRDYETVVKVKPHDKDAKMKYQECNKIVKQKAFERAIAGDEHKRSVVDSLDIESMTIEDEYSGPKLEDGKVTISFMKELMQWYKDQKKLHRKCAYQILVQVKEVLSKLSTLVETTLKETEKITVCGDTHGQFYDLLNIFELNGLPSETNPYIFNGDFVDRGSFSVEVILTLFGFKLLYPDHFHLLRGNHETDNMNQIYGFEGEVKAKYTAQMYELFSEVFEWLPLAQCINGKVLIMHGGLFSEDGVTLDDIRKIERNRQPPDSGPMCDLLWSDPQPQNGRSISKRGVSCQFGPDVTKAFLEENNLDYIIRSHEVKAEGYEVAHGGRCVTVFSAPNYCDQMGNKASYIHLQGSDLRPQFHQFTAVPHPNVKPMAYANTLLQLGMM
# EBNA-1 inh: blocks EBNA-1 binding to DNA | EBNA-1 DNA binding, fluorescence polarization | inhibition, % at 14.8 µM | 300,000 tested, 0.34% active | AID 1950; in the data active = inhibition above about 28%
# ZTA counter: counter-screen for EBNA-1 inhibitors: inhibitors of Epstein-Barr virus ZTA; P03206; ZTA-DNA binding, fluorescence polarization; inhibition, % at 11 µM; 320,000 tested, 0.15% active; AID 2234; in the data active = inhibition above about 33%
# Target sequence (P03206 whole entry, looked up): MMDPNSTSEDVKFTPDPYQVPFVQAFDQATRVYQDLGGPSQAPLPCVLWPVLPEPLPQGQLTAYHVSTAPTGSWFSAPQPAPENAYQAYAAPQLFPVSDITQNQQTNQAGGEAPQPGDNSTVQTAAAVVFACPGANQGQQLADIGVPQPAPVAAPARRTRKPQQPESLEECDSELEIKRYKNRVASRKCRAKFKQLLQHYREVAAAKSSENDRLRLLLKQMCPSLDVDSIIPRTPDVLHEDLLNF
# PP1 inh: counter-screen for PP5 inhibitors: inhibitors of human PP1-alpha. purified PP1alpha, OMFP fluorescence. inhibition, % at 6.7 µM. 320,000 tested, 0.9% active;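 active = inhibition above the mean inhibition of all tested compounds plus 3 SD, computed separately for each screening campaign, cut at about 15% in these data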
# Target sequence (P62136 whole entry, looked up): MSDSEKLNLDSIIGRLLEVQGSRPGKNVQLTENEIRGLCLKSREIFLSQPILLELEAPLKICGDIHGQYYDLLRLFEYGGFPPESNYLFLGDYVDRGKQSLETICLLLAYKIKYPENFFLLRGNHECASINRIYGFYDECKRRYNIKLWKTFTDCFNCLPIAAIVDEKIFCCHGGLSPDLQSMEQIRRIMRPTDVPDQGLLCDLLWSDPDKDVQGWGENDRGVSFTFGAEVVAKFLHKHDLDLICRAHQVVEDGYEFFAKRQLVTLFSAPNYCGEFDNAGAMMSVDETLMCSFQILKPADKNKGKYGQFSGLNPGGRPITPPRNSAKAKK
# GASC-1 inh: inhibitors of human GASC-1 (JMJD2C) demethylase; Q9H3R0; GST-JMJD2C(1-420) H3K9me3 demethylation, DELFIA europium; inhibition, % at 2.35 µM; 330,000 tested, 0.069% active; AID 2099;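 active = more than half of a compound's replicate wells show inhibition beyond 50%, single wells judged on their own value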;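 note: signal counts dimethyl H3K9 product captured on neutravidin plate; 0% = median of DMSO wells and 100% = 0.3 times that DMSO median; strong numbers were not always called active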
# * = called active by the depositor; · = not tested or not shown; & = joins results of further samples.
SMILES,TPT1 inhibitor,Fh CTSL1 inh,HCV core dimer,CR mimetic SO,PP5 primary,EBNA-1 inh,ZTA counter,PP1 inh,GASC-1 inh
Cc1onc(-c2ccccc2)c1C(=O)N1CCN(S(=O)(=O)c2ccc(OC(F)(F)F)cc2)CC1,3,-1,-1,109,1.7,-3,-12,-2,-6
CC(C)(C)c1cc(C(F)(F)F)nc(SCCCNC(=O)c2ccco2)n1,4,3,5,102,4.6,1,11,0,10
CCn1c(SCC(=O)c2ccc(O)c(O)c2)nnc1-c1ccccc1,-2,-9,-9,93,1.9,6,0,3,-12
Cc1csc(NC(=O)c2ccc(COc3ccccc3)o2)n1,2,5,-2,120,1.1,-5,-11,3,-9
COc1cc(/C=N/NC(=O)CN(CCc2ccccc2)S(=O)(=O)c2ccc(NC(C)=O)cc2)cc(OC)c1OC,2,3,12,100,3.0,0,-2,-1,-3
Cc1nn(CC(=O)NC(=O)c2ccccc2)c(C)c1[N+](=O)[O-],·,·,·,109,1.8,·,-14,2,-21
COc1cccc(/C=C/C(=O)c2cccc([N+](=O)[O-])c2)c1,3,-1,3,122,-0.5,-5,-3,1,1
NNC(=O)COc1ncn(-c2ccccc2)n1,-7,1,-13,111,0.8,-6,-8,-1,2
CCCOc1ccc(C2C(C(=O)c3ccco3)=C(O)C(=O)N2CCN2CCOCC2)cc1OC (configuration not stated),0,2,2,99,-0.1,-7,3,4,2
CCN(CC(=O)Nc1ccccc1C(F)(F)F)C(=O)c1ccccc1Sc1ccccc1C#N,·,·,·,111,-1.7,·,8,1,-3
O=C(CSc1nc2ccccc2c(=O)n1CCCN1CCOCC1)NC12CC3CC(CC(C3)C1)C2,-2,-2,0,101,0.5,-1,-3,-2,2
CC(C)(C)NC(=O)CSc1nncn1NCc1cccc2ccccc12,0,2,-1,98,1.1,-3,9,-3,-4
O=C(N/N=C/c1ccccc1O)C(=O)N1CCCCCC1,-3,-1,-5,93,-0.3,-3,-6,1,-1
C1=CC2CC1CC2CN1CCN(c2ccccc2)CC1 (configuration not stated),-2,4,-3,78,0.1,14,5,-1,7
O=C(Cc1ccc(Cl)cc1)Nc1ccc(S(=O)(=O)Nc2ncccn2)cc1,1,-2,3,105,-2.4,0,-8,-2,-5
COC(=O)CCC(=O)OC1(C)C(=O)C2=CN(c3ccccc3)C(c3ccc(OC)cc3)=CC2=C(Br)C1=O (configuration not stated),10,-6,11,91,2.3,4,5,22*,12
CC(C)(C)NC(=O)/C(=C/c1ccco1)c1ccccc1,-3,5,1,97,-0.7,8,2,0,12
O=C(Nc1ccc(Cl)cn1)c1ccccc1[N+](=O)[O-],-5,-1,1,114,-1.7,7,18,-7,-4
Cn1c(SCC(=O)Nc2ccc(F)cc2)nnc1C1CC1,-2,-3,4,88,-0.6,-5,10,1,-2
C=CCOc1ccc(/C=C2/C(=N)N3N=C(CC(=O)N4CCCC4)SC3=NC2=O)cc1OC,8,-4,7,77,-0.5,-1,-1,-4,7
COc1ccc(CN2C(=O)CN(C3CCCCCC3)C(=O)C2c2ccc(F)cc2)cc1 (configuration not stated),3,2,0,88,-2.0,-2,2,0,-1
CC1(C)OC(=O)C(=CNc2ccccn2)C(=O)O1,1,1,2,107,-0.1,0,7,0,5
CCOc1ccc(/C=N/NC(=O)Cc2ccccc2)cc1CN1CC2CC(C1)c1cccc(=O)n1C2 (configuration not stated),·,·,·,106,5.5,·,-9,-2,2
CN(CC(=O)O)S(=O)(=O)c1ccc2[nH]c(=O)c(=O)[nH]c2c1,-1,0,3,99,-1.4,-9,10,-2,-8
CCS(=O)(=O)N1CCC(C(=O)Nc2ccc(C(C)=O)cc2)CC1,-1,-2,5,112,3.0,-9,-3,-4,-16
SMILES,TPT1 inhibitor,Fh CTSL1 inh,HCV core dimer,CR mimetic SO,PP5 primary,EBNA-1 inh,ZTA counter,PP1 inh,GASC-1 inh
COc1ccc(-c2[nH]ncc2CNC(C)CCn2cccn2)cc1F (configuration not stated),-4,-4,0,92,-2.0,-15,-15,-1,2
COc1cc2c(cc1OC)C(NC(=O)C(F)(F)F)C/C2=N\O (configuration not stated),-2,0,-2,91,-0.4,1,9,-1,-5
N#C/C(=C(/O)c1cccc(F)c1)c1nc2ccccc2s1,1,-3,-3,104,1.3,-8,-14,-2,3
CC1(c2nnc(-c3ccccc3)o2)CC(c2ccccc2)=NO1 (configuration not stated),1,-4,3,·,2.0,-8,-15,0,4
Cc1ccc(NN=C2c3ccccc3-c3ccccc32)cc1,0,-3,6,107,2.4,-2,3,0,15
O=C(CN(C(=O)CSc1nc2ccccc2o1)c1ccccc1F)NC1CCCCC1,-3,3,1,110,5.5,-1,-34,-1,2
Cc1ccc2c(c1)C1CN(C)CCC1N2S(=O)(=O)c1ccc(Oc2ccc([N+](=O)[O-])cc2)cc1 (configuration not stated),-3,-1,-15,83,1.5,1,12,11,-3
Cc1ccc(F)cc1NC(=O)C1C2CCC(O2)C1C(=O)O (configuration not stated),-5,1,-9,111,64*,1,3,55*,-4
O=C(c1ccccc1)c1cc([N+](=O)[O-])ccc1N1CCCC1,4,8,-9,84,3.6,-20,-5,-3,0
C/C(=N/NS(=O)(=O)c1ccc(Br)cc1)c1ccc(NC(=O)c2ccc(C)o2)cc1,-3,4,9,102,-0.7,4,7,-3,-3
CC1=C(C(=O)Nc2ccccc2)C(c2ccccn2)n2nc(CCCO)nc2N1 (configuration not stated),0,-3,3,98,-1.8,2,9,-2,6
CCc1ccccc1NC(=O)C1CCCN(c2ncccn2)C1 (configuration not stated),-2,3,4,91,0.1,3,23,0,2
Cc1ccc(/C=N/NC(=O)CNC(=O)Cc2ccccc2)o1,-1,1,-11,97,-1.1,-4,-2,0,-11
CCCn1c(Nc2cccc(OC)c2)nc2ccccc21,-1,-2,-12,102,3.6,1,-10,-1,-9
COc1ccc(CCNC(=O)COC(=O)c2cnccn2)cc1,-1,-14,1,119,1.1,-9,-6,2,-21
Cc1c(N/C=C/C(=O)C(F)(F)F)c(=O)n(-c2ccccc2)n1C,0,1,-3,100,4.6,11,6,0,6
Cc1ccc(S(=O)(=O)N(CC(=O)N/N=C/c2cccc(Cl)c2)c2cccc3cccnc23)cc1,4,-3,44,103,2.7,-7,-1,-1,0
CN(C(=O)COC(=O)CNC(=O)c1sc2ccccc2c1Cl)c1ccccc1,-7,4,9,77,-0.1,-1,-12,-8,-1
O=C(C1CC1)N1CCCN(C(=O)C2CC2)CC1,-2,1,-5,116,2.1,-11,5,-2,15
Cc1cccc2sc(NC(=O)c3ccc(Cl)s3)nc12,-4,1,-11,106,0.1,1,3,-6,-5
CC(=O)c1ccc(N2Cc3ccccc3C3(CCOCC3)C2=N)cc1,2,1,2,111,1.0,5,-1,1,9
Cc1ccc(NC(=O)C/C(N)=N/OC(=O)Nc2cccc(Cl)c2)cc1,·,·,·,74,0.6,·,-1,-5,20
COc1ccccc1CNC(=O)N1CCN(S(=O)(=O)c2ccc(C)cc2)CC1,3,-3,-17,115,0.6,-3,2,4,-7
O=c1c2ccccc2c(/C=N/NS(=O)(=O)c2ccccc2)c(O)n1-c1ccccn1,106*,9,-1,102,-1.3,6,7,-4,5
O=S(=O)(CCc1ccccc1)/N=C/c1cccs1,-1,0,-4,95,2.6,-3,16,3,-12

# Part of the list above in order of molar mass, highest first.
SMILES,TPT1 inhibitor,Fh CTSL1 inh,HCV core dimer,CR mimetic SO,PP5 primary,EBNA-1 inh,ZTA counter,PP1 inh,GASC-1 inh
COc1ccc(CCNC(=O)COC(=O)c2cnccn2)cc1,-1,-14,1,119,1.1,-9,-6,2,-21
CC1(c2nnc(-c3ccccc3)o2)CC(c2ccccc2)=NO1 (configuration not stated),1,-4,3,·,2.0,-8,-15,0,4
Cc1ccc(F)cc1NC(=O)C1C2CCC(O2)C1C(=O)O (configuration not stated),-5,1,-9,111,64*,1,3,55*,-4
Cc1ccc(NN=C2c3ccccc3-c3ccccc32)cc1,0,-3,6,107,2.4,-2,3,0,15

# Next section.
SMILES,TPT1 inhibitor,Fh CTSL1 inh,HCV core dimer,CR mimetic SO,PP5 primary,EBNA-1 inh,ZTA counter,PP1 inh,GASC-1 inh
Cc1cccc(NC(=O)CCN2C(=O)c3ccccc3C2=O)c1,3,1,-1,99,-0.2,6,-8,-2,11
Cc1c(OCc2nn[nH]n2)ccc2c(-c3ccccc3)cc(=O)oc12,-1,5,15,108,-1.2,7,7,1,8
O=C(CCCCCN1C(=O)c2ccccc2C1=O)Nc1cccc(O)c1,3,-2,0,96,-1.1,-10,-16,0,1
CCOc1ccc2[nH]c(=O)c(CN(CCOC)C(=O)N3CCOCC3)cc2c1,-4,2,1,89,0.2,-4,-8,-1,5
O=S1(=O)CCC(NC(=S)Nc2ccccc2)C1 (configuration not stated),-4,-1,1,117,0.0,-7,5,-2,-6
Cc1cc(NC(=O)c2ccc(Cl)c(S(=O)(=O)N3CCOCC3)c2)no1,-7,-4,2,115,1.9,7,-5,-1,-1
CN(C)/C=C/C(=O)/C=C/c1cn(-c2ncc(C(F)(F)F)cc2Cl)c2ccccc12,32*,0,58*,93,2.6,-3,-3,4,-13
COc1ccc(NC(=S)N(CCN(C)C)C(C)c2ccco2)cc1 (configuration not stated),-1,1,-1,95,0.1,-2,-3,3,-6
COc1ccc(NS(=O)(=O)c2ccc3c(c2)N(C(C)=O)CC(C)S3)c(OC)c1 (configuration not stated),0,-1,10,93,0.8,-2,-3,2,-4
Cn1ncc2c(c(SCc3ccc(Cl)cc3Cl)nn2C)c1=O,2,2,5,104,-1.7,8,1,-4,0
O=C(NC(=O)c1ccccc1)Nc1cccc(S(=O)(=O)N2CCCCC2)c1,-2,1,11,99,0.8,8,16,-6,13
COc1cnc(-c2cccc(C(F)(F)F)c2)[nH]c1=O,-11,2,-2,110,1.8,-6,-26,-4,-30
CCNc1nc(NCC)nc(N/N=C/c2ccccc2)n1,3,-3,12,104,1.3,2,15,-5,33
COc1ccc(/C=N/NC(=O)c2cc[n+]([O-])cc2)cc1O,-4,2,-16,91,2.5,1,-10,3,-2
CCOC(=O)c1cccc(COC(=O)c2cccc(-c3nnc(-c4ccccc4)o3)c2)c1,-3,-2,-1,122,2.9,-3,-15,-3,-7
Cc1ccc(S(=O)(=O)NC(C(=O)N2CCOCCOCCOCC2)c2ccccc2)cc1 (configuration not stated),-1,1,0,88,0.8,0,-8,-1,2
CCN(CC)S(=O)(=O)c1ccc(O)c(C(=O)OCC(=O)Nc2cc(C)c(C)cc2[N+](=O)[O-])c1,5,-4,8,102,3.1,5,-5,5,3
O=C(COC(=O)Cn1cnc2ccccc21)NCc1ccc(F)cc1,1,3,-2,85,0.1,-18,-8,-8,-1
O=C(Nc1ccc(Cl)c(S(=O)(=O)N2CCOCC2)c1)c1n[nH]c(=O)c2ccccc12,·,·,·,86,0.9,·,8,6,6
CC(C)CC1NC(=O)N(CC(=O)N2CCN(S(=O)(=O)c3ccc4ccccc4c3)CC2)C1=O (configuration not stated),-7,-1,2,89,1.7,5,-5,2,-9&0
O=C(Cn1cnc2c(cnn2-c2ccc(F)cc2)c1=O)OCc1ccccc1,-3,2,3,96,0.7,14,15,-5,-4
Cc1ccccc1OCCC(=O)OCC(=O)Nc1cc(S(=O)(=O)N2CCOCC2)ccc1Cl,3,-29,6,99,2.0,-2,12,-2,-13
COc1cc2c(=O)c(-c3ccc(O)cc3)coc2cc1OC1OC(CO)C(O)C(O)C1O (configuration not stated),-4,1,-12,·,-4.9,-8,-1,-4,8
COc1cccc2sc(NNC(=O)c3nc4ccccc4s3)nc12,7,6,-21,80,1.8,-3,4,15,-3

# Hits appear at their usual frequency; overall some 3.1% were active at least once.
